Screening results from PubChem BioAssay.
A549 viability: A549 cytotoxicity, counter-screen for Nrf2 inhibitors. 0.16% of 390,000 active. A549 ARE-Fluc cells, CellTiter-Fluor viability, 18-24 h. Potency, µM (highest dose often 46 µM), for inactives: at the top dose activity change, negative = cytotoxicity, usual class: inhibitors; note: potency is the fitted concentration of half-maximal effect; % is set by controls: 0 for no effect and ±100 for the full control effect
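A549 ARE_Fluc cells in 5% FBS OPTI-MEM were exposed to compounds in concentration-response for 18-24 h at 37 deg C. Viability was read by CellTiter-Fluor fluorescence (Ex 405/Em 525) after 30 min, before the luciferase read.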
Mm-Cpn inhibitor: blocks the Methanococcus maripaludis chaperonin Mm-Cpn. purified Mm-Cpn ATPase, ADP Transcreener TR-FRET. Potency, µM (doses to about 76.9 µM), inactives show top-dose activity, negative = inhibition, hits mostly inhibitors. 0.031% of 330,000 active. AID 504842; note: potency is the fitted concentration of half-maximal effect; % is set by controls: 0 for no effect and ±100 for the full control effect; nearly all actives have a fitted effect of over 80% in size
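Eu-cryptate anti-ADP/ADP-d2 competition gives a ratio inversely related to ADP. Enzyme at 25 nM was pre-exposed to compound for 10 min, then given 10 uM ATP for 30 min, 37°C throughout.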
S2 tox: reduces viability in counter-screen for ATXN expression inhibitors; S2 cells (HEK-293 line with an ATXN2-luciferase reporter) viability, CellTiter-Fluor protease fluorescence, 24 h; Potency, µM (highest dose often 56.7 µM), usual class: cytotoxic; 0.49% of 400,000 active; note: potency is the fitted concentration of half-maximal effect; nearly all actives have a fitted effect of over 40% in size
Nrf2 ARE act: activators of Nrf2 (ARE) signaling; AREc32 ARE-luciferase reporter (MCF7-derived line), luminescence, 24 h; Potency, µM (series often up to 46.1 µM), inactives show top-dose activation, most hits filed as activators; 0.31% of 410,000 active; AID 624171; note: potency is the fitted concentration of half-maximal effect; % of control where 0% means no effect; nearly all actives have a fitted effect of over 65% in size
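Reporter line AREc32 (ARE-Fluc), seeded overnight in OPTI-MEM with 5% FBS; compound pin-transferred, 24 hr at 37 deg C, 5% CO2; luminescent read-out.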
pAkt inh: inhibitors of Akt phosphorylation; AID 651550; Neuro2A IGF-stimulated pAkt S473 HTRF, 20 min; hits give low values; activity change, % for hits at 50 µM; 0.32% of 360,000 active; in the data active = activity change below about -80%; inconclusive = mostly about -51% to -80%; note: % is set by controls: 0 for no effect and ±100 for the full control effect
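Neuro2A cells in DMEM with 0.5% FBS, overnight at 37 deg C, given compound at single 50 µM final, then IGF (6 nM final) for 20 min at 37 deg C. Lysed; phospho-Akt Ser473 by HTRF after 24 h, 665/615 ratio.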
CCT chaperon mod: changes cytosolic chaperonin activity | purified chaperonin ATPase assay, HTRF ADP detection, 30 min | activity change, % (no concentration beside the values), hits read low | AID 651819 | 0.3% of 360,000 active; in the data active = activity change below about -30%; note: % is set by controls: 0 for no effect and ±100 for the full control effect
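We incubate TRiC, 40 or 20 nM final, with library compounds at 76 uM and 10 uM ATP for 30 min at 37 °C. ADP formed is detected with Transcreener HTRF reagents after 30 min at room temperature.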
Nrf2 inh: Nrf2 pathway inhibition; Potency, µM (highest dose often 46 µM), for inactives: top-dose activity change, negative = inhibition, most hits filed as inhibitors; A549 ARE-Fluc reporter, luciferase luminescence, 18-24 h; 2.1% of 360,000 active; AID 504444; note: potency is the fitted concentration of half-maximal effect; % is set by controls: 0 for no effect and ±100 for the full control effect; nearly all actives have a fitted effect of over 60% in size
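Quantitative HTS in A549 cells stably bearing an antioxidant response element-firefly luciferase construct. Inhibition of Nrf2-driven transcription was scored by luminescence after 18-24 h of compound exposure at 37 °C.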
TGFb inhibitor: TGF-b pathway inhibition; HepG2 CAGA-GFP TGF-b/SMAD3 reporter, GFP fluorescence, 18 h; TGF-beta stimulated, 500 pg/mL final; AID 588855; Potency, µM (doses to about 46.1 µM), without a hit: at the top dose activity, negative = inhibition, hits mostly inhibitors; 1.2% of 410,000 active; note: potency is the fitted concentration of half-maximal effect; % is set by controls: 0 for no effect and ±100 for the full control effect; nearly all actives have a fitted effect of over 65% in size
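Using HEPG2 CAGA-GFP reporter cells at 1000 cells/well, we pinned test compounds, stimulated with recombinant TGF-beta (500 pg/mL final) and measured total well GFP after 18 h.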
HepG2 tox: HepG2 cytotoxicity, counter-screen for TGF-b inhibitors; HepG2 CAGA-GFP viability, ATP luminescence, 18 h; Potency, µM (highest dose often 46.1 µM), without a hit: top-dose activity change, negative = cytotoxicity, hits mostly cytotoxic; 0.76% of 410,000 active; note: potency is the fitted concentration of half-maximal effect; some results filed as inactive show a strong effect at the top dose
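CellTiter-Glo luminescence gave cytotoxicity after 18 hours at 37 degrees C. The cells were HepG2 CAGA-GFP in 1% FBS DMEM, stimulated with 500 pg/mL TGF-beta after compound addition. %Activity was normalised to no-cell wells (complete cell-killing) and DMSO (no toxicity), and curves were fitted and classified.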
* hit, by the source's call; i = inactive; ? = inconclusive; . = no result given; & = joins results of further samples. Unless noted, calls come from the whole dose curve; as a rule, active = well fitted curve in the direction sought with a large enough effect; inconclusive = small, poorly fitted or top-dose-only effect, or another doubt; inactive = no such curve, though single readings can be large; an effect the other way counts as inactive or inconclusive.

| mol | Nrf2 inh | TGFb inhibitor | CCT chaperon mod | A549 viability | pAkt inh | Nrf2 ARE act | HepG2 tox | S2 tox | Mm-Cpn inhibitor |
| --- | --- | --- | --- | --- | --- | --- | --- | --- | --- |
| Cc1ccsc1CN(Cc1ccco1)C(=O)c1ccc(Cl)cc1 | ? | ? | . | 4% | . | 9.7% | -48% | . | . |
| CC(OC(=O)c1cc(=O)c2ccccc2o1)C(=O)c1ccccc1 (configuration not stated) | -2% | -7% | 2.2 | -3% | i | -0.3% | -1% | ? | -1% |
| COc1ccc(C)cc1C(=O)CCC(=O)NCCc1ccc(S(N)(=O)=O)cc1 | 9% | -25% | -2.6 | 0% | i | -0.3% | -24% | i | 1% |
| Cc1cccc(CCNS(=O)(=O)c2ccc3c(c2)n(C)c(=O)c(=O)n3C)c1 | -19% | -11% | 1.8 | -5% | i | -0.3% | -15% | i | -1% |
| O=P(c1ccccc1)(c1ccccc1)c1nc(-c2ccccc2)oc1NCc1ccccc1 | 0% | 1% | -0.5 | -1% | i | 0.9% | 7% | i | -2% |
| COc1ccc(N2CCN(C(=O)COc3ccc(Cl)cc3Cl)CC2)cc1 | . | -14% | -2.4 | -14% | i | 0.3% | 1% | i | 0% |
| COc1ccc(CNC(=O)c2ccc(SC)cc2OC)cc1 | -11% | -2% | -0.5 | -6% | i | 0.1% | -91% | i | 3% |
| Cn1c(SCC(=O)Nc2cccc(C(=O)O)c2)nnc1-c1cc2cc(Br)ccc2o1 | 18% | 2% | -4.1 | 1% | i | -0.4% | 3% | i | 1% |
| Cn1c(=O)c(C(=O)CCl)c(N)n(Cc2ccccc2)c1=O | -18% | -1% | 1.8 | ? | i | -0.1% | -12% | i | 0% |
| COc1cccc(N2CCN(C(=O)CCNS(=O)(=O)c3ccc(F)c(F)c3)CC2)c1 | -18% | -17% | -6.2 | 10% | i | 3.3% | -3% | i | 1% |
| Cc1ccc(CNC(=O)CC(C)S(=O)(=O)c2cc3c(cc2C)NC(=O)CO3)cc1 (configuration not stated) | -13%&6% | -3%&5% | 0.6 | -3%&12% | i | 2.3%&0.7% | -10%&-2% | i | -1% |
| O=C(c1cc(-c2ccc(Cl)cc2)n(-c2ccc(Cl)c(Cl)c2)n1)N1CCOCC1 | -26% | 4% | 0.1 | -8% | i | -0.5% | 3% | ? | 2% |
| COCCN(C(=O)c1ccc(N2C(=O)c3ccccc3C2=O)cc1)c1c(N)n(CC(C)C)c(=O)[nH]c1=O | -1% | 0% | -0.8 | -5% | i | 0.2% | 7% | i | 0% |
| Cc1cc(C)c(NC(=O)COC(=O)C2CCC2)c(Cl)c1 | ? | -15% | -1.3 | -1% | i | -1.0% | 1% | i | 2% |
| O=C(O)CCS(=O)(=O)c1ccccc1Cl | 18% | -4% | 0.9 | 6% | i | 0.1% | -10% | i | 1% |
| CCN1CCCC1CN(Cc1cc2ccc(C)cc2[nH]c1=O)C(=S)Nc1ccc(OC)cc1 (configuration not stated) | 4% | ? | -0.6 | -20% | i | 22% | 13µM* | ? | 1% |
| Cc1ccc2oc3c(c(=O)c2c1)C(c1cccc(O)c1)N(Cc1ccccc1Cl)C3=O (configuration not stated) | -5% | 5% | . | -4% | . | 1.8% | -15% | i | . |
| O=C1C(=O)C(c2cc(O)c(O)c(O)c2)Oc2cc(O)cc(O)c21 (configuration not stated) | 3% | -6% | . | -21% | . | . | 8% | . | . |
| COc1ccc(CCNC(=O)c2cc(COc3c(C)cccc3C)on2)c(OC)c1 | ? | 11% | 1.4 | 13% | i | 2.2% | 4% | i | 1% |
| CCOc1ncccc1C(=O)NNC(=O)c1ccccc1-n1cccc1 | -18% | -1% | -0.3 | 4% | i | 4.9% | -25% | i | 3% |
| CC(=O)C[C@H]1c2ccccc2S(=O)(=O)N1C1CCCC1 | -18% | ? | 1.0 | -2% | i | 0.2% | 3%&-3% | i | . |
| CCN1CCN(C(c2ccccc2)c2c(O)cc(C)n(CCOC)c2=O)CC1 (configuration not stated) | . | 11% | . | 3% | . | 3.8% | 0% | . | . |
| O=C(Nc1ccc(Cl)cn1)c1ccc2[nH]c(=O)c(=O)[nH]c2c1 | 0% | 5% | -3.1 | 1% | . | 2.4% | 3% | i | 1% |
| COc1cccc(OCC(=O)Nc2ccccc2-c2ccccc2)c1 | -23% | -5% | -4.5 | 6% | i | 0.5% | -25% | . | 1% |
| COc1cc2[nH]c(=S)n(CCCN3CCOCC3)c(=O)c2cc1OC | -27% | -1% | -4.9 | -1% | i | 0.3% | -10% | i | 1% |

Ordered by SMILES length (lowest first): three of the compounds above.
| mol | Nrf2 inh | TGFb inhibitor | CCT chaperon mod | A549 viability | pAkt inh | Nrf2 ARE act | HepG2 tox | S2 tox | Mm-Cpn inhibitor |
| --- | --- | --- | --- | --- | --- | --- | --- | --- | --- |
| Cc1ccsc1CN(Cc1ccco1)C(=O)c1ccc(Cl)cc1 | ? | ? | . | 4% | . | 9.7% | -48% | . | . |
| Cn1c(=O)c(C(=O)CCl)c(N)n(Cc2ccccc2)c1=O | -18% | -1% | 1.8 | ? | i | -0.1% | -12% | i | 0% |
| COc1ccc(C)cc1C(=O)CCC(=O)NCCc1ccc(S(N)(=O)=O)cc1 | 9% | -25% | -2.6 | 0% | i | -0.3% | -24% | i | 1% |

Additional entries follow:
| mol | Nrf2 inh | TGFb inhibitor | CCT chaperon mod | A549 viability | pAkt inh | Nrf2 ARE act | HepG2 tox | S2 tox | Mm-Cpn inhibitor |
| --- | --- | --- | --- | --- | --- | --- | --- | --- | --- |
| Cc1ccc(CCCOC(=O)C[N+]2(C)CCCCC2)cc1 | -2% | ? | -1.7 | 3% | i | 0.4% | -13% | i | -3% |
| COc1ccccc1N1CCN(Cc2cccc(OC)c2OC)CC1 | -1% | 12% | -0.9 | 2% | . | 0.0% | -30% | . | 0% |
| O=c1sc(Nc2ccccc2)nc2ccccc12 | -4% | 6% | 0.2 | -7% | i | 0.7% | 1% | i | 2% |
| Cc1ccc(N2NC(=O)/C(=C/C=C/c3ccco3)C2=O)cc1C | 11% | -1% | -2.4 | 0% | i | 7.2% | -3% | i | 0% |
| CN(C)CCOC(=O)c1ccc2[nH]c3c(c2c1)CSCC3 | 1% | ? | 0.5 | -22% | i | 6.7% | 2% | i | 0% |
| CC(=O)N(CN1C(=O)CCC1=O)c1cccc(Cl)c1 | -5% | 1% | -0.7 | 5% | i | 0.2% | 0% | i | 1% |
| CC(C)CC1C(=O)N(Cc2cn(CCC3OCCO3)nn2)CCS(=O)(=O)N1Cc1ccc(-c2cccc(N(C)C)c2)cc1 (configuration not stated) | . | -19% | 0.1 | . | i | -2.2% | -20% | ? | . |
| CN1CCN(Cc2ccc(OCc3ccccc3)cc2)CC1 | . | 17% | -0.2 | -5% | . | -0.2% | -15% | i | -1% |
| CC1CC(C)(C)NC(=S)N1CC(=O)NCc1ccc(F)cc1 (configuration not stated) | 3% | -8% | -0.7 | 1% | i | -0.8% | -29% | i | 0% |
| CCN(CC)CCCn1c2c(c(SCC(=O)Nc3ccc(F)c(F)c3)nc1=O)CCC2 | 3% | 18% | -0.3 | 6% | i | -0.2% | -26% | i | -1% |
| CC(=O)Nc1ccc(N(C)C)cc1[N+](=O)[O-] | -2% | 1% | 0.3 | -2% | -109%* | -0.2% | 5% | i | -2% |
| COC(=O)CNC(=O)CSc1nnc2cc(C)c3ccccc3n12 | -3% | 13% | 0.2 | -3% | i | 0.0% | 5% | i | ? |
| COc1ccccc1NC(=O)CSc1nc2nccnc2c(=O)n1CCc1c[nH]c2ccccc12 | 23% | -12% | . | -3% | . | 6.3% | -7% | . | . |
| CC(C)(C)c1ccccc1NC(=O)CSc1nc(-c2cccs2)cc(C(F)(F)F)n1 | 4% | ? | . | -7% | . | -0.9% | -7% | i | . |
| Cc1ccc(CNc2nc(C)c(C(=O)N(C)C)s2)cc1 | ? | 1% | -0.9 | -3% | i | 0.3% | -1% | i | -5% |
| CN1CC(c2ccccn2)C2(SC(=S)N(Cc3ccccc3)C2=O)C12C(=O)Nc1ccccc12 (configuration not stated) | 23µM* | ? | 0.1 | 0% | -84%* | 2.1% | -33% | ? | -6% |
| Cc1c(C(=O)N2CCOCC2)oc2ccc(Br)cc12 | 17% | 14% | -0.9 | 0% | i | 2.7% | 9% | i | 1% |
| Cc1nn(C(C)C(=O)NC(C)CCc2ccccc2)c(=O)c2cc3occc3n12 (configuration not stated) | 1% | -25% | 1.3 | 3% | i | 0.0% | -3% | i | -3% |
| Cc1cc(C)c(C)c(S(=O)(=O)Nc2cccc(-n3cnnn3)c2)c1C | ? | -2% | -0.4 | -6% | i | 4.4% | -18% | i | 4% |
| CCc1ccc2occ(CC(=O)NCc3ccccc3)c2c1 | -4% | -9% | . | -1% | . | 3.4% | -13% | i | . |
| O=C(NC1CCCCC1)c1cc(-c2cccc(Cl)c2)on1 | 0% | -2% | -4.8 | -4% | i | 1.8% | -1% | i | -2% |
| CCc1nc(SCC(=O)Nc2nc3c(s2)CCCC3)c2ccccc2n1 | ? | -9% | 1.9 | -29% | i | 4.9% | -28% | i | -1% |
| CCOc1ccc(C(=O)N2CCCC2)cc1 | 6% | 23% | -3.1 | 3% | i | -0.6% | 0% | i | 1% |
| Cc1cc(C)c2cc3c(N)c(C(=O)N4CCc5ccccc5C4)sc3nc2c1 | ? | 13% | 0.5 | 16% | i | 0.5% | -12% | . | -3% |
| CC(C)(C)NC(=O)N1CCN(c2nc(-c3ccccc3)ns2)CC1 | 7% | -14% | -5.0 | 0% | i | 4.8% | 12% | i | 1% |
| O=C(Nc1ccccc1C(=O)O)c1cccc(S(=O)(=O)N2CCCC2)c1 | -8% | -14% | . | 0% | . | 3.4% | 3% | ? | . |
| CCOc1ccc(NC(=O)CN2CCN(CC(=O)Nc3ccc(F)cc3F)CC2)cc1 | . | -1% | . | -6% | . | 4.1% | 10% | i | . |
| CCn1c(SCc2ccccc2)nc2cc(S(N)(=O)=O)ccc21 | ? | -10% | 0.1 | 3% | i | 4.0% | -20% | i | 3% |
